# Bioassay records: PubChem BioAssay, several laboratories
# Myeloid diff 2: compounds promoting myeloid differentiation | ER-HoxA9 myeloid progenitors, lysozyme-GFP differentiation, flow cytometry | calls only at 10 µM | 360,000 tested, 1% active | AID 624256;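 active means normalized GFP-positive differentiation at or above the plate's own cutoff, the solvent-only control mean plus 3 SD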;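 further: cells exposed to compound for four days before flow analysis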
# NOD1 inhibition: NOD1 signaling inhibitors, primary screen, cell-based, luminescence, uHTS (AID 1578). NOD1-driven NF-kB luciferase reporter cells, luminescence; higher % means a stronger effect. inhibition, % at 4 µM, or EC50 in µM where a hit was titrated. 290,000 tested, 1% active; in the data active means inhibition mostly above about 36%, no sharp cut-off; inactive means mostly below about 34%;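 further: HEK-293T reporter cells stimulated with the NOD1 agonist gamma-tri-DAP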
# PhoP inhibition: inhibitors of PhoP regulon expression, primary screen, Salmonella Typhimurium, GFP reporter (AID 1863); S. Typhimurium PhoP-regulated promoter GFP reporter, 4 h; higher % means a stronger effect; inhibition, % at 50 µM, or IC50 in µM where a hit was titrated; 300,000 tested, 0.16% active;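 active means inhibition over 29.93%, a cutoff 3 SD above the screen mean, later confirmed by dose response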;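 further: 0% = low Mg2+ inducing control and 100% = high Mg2+ repressing control; strong numbers were not always called active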
# Siah-1 displacement: Siah-1 peptide-binding antagonists, primary screen, biochemical, fluorescence polarization, rhodamine-plectin, uHTS (AID 1817); displacement, % at 20 µM; hits with a dose series show IC50 in µM; Siah-1 / rhodamine-plectin peptide fluorescence polarization; higher % means a stronger effect; 290,000 tested, 0.02% active;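 active means displacement of at least 50% at 20 µM, with a fluorescence ratio check between 0.3 and a set limit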;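 further: plate controls were Siah plus tracer with DMSO for no effect and tracer alone without Siah for full effect; strong numbers were not always called active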
# KOR beta-arrestin-1: kappa opioid receptor activators – cell-based, luminescence, uHTS, primary screen (AID 1777). KOR beta-arrestin recruitment, luminescence; higher % means a stronger effect. activation, % at 10 µM; hits with a dose series show EC50 in µM. 280,000 tested, 0.02% active; in the data active means activation above about 50%, passing the limit was not always enough; further: a part of the inactive calls stands beside numbers as strong as those of hits
# NOD2 inhibition: NOD2 signaling inhibitors, cell-based, luminescence, uHTS, HEK293 (AID 1566); 290,000 tested, 0.63% active; inhibition, % at 4 µM; hits with a dose series show EC50 in µM; HEK293 NOD2/NF-kB luciferase reporter, luminescence; higher % means a stronger effect; further: many of its hits are not listed in these tables
# HIV peptide binding: cell-free HIV fusion peptide-binding blockers – biochemical, uHTS, fluorescence dequenching, primary screen (AID 1986) | cell-free peptide binding, fluorescence dequenching, 30 min; higher % means a stronger effect | inhibition, % at 20 µM; hits with a dose series show IC50 in µM | 290,000 tested, 0.3% active; in the data active means inhibition mostly above about 52%, no sharp cut-off; inactive means mostly below about 76%; further: some results filed as inactive read as strong as hits
# KOR beta-arrestin-2: KOR antagonists, beta-arrestin recruitment, cell-based, luminescence, uHTS (AID 1778); KOR beta-arrestin recruitment, luminescence, antagonist mode; higher % means a stronger effect; 290,000 tested, 0.091% active; inhibition, % at 10 µM; hits with a dose series show IC50 in µM; further: strong numbers were not always called active
# LYP phosphatase: inhibitors of LYP phosphatase, biochemical, fluorescence intensity, uHTS (AID 1779); 290,000 tested, 0.054% active; recombinant LYP phosphatase, fluorescence intensity; higher % means a stronger effect; inhibition, % at 11.5 µM, or IC50 in µM where a hit was titrated;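 further: plate controls were vehicle with enzyme for no effect and no enzyme for full effect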
# Myeloid diff 2 GFP+ MAC1+ %: recorded beside Myeloid diff 2, whose call it bears; GFP+ MAC1+ double positive, %; measured here: differentiation confirmed by MAC1 staining
# The depositor's hits bear a star; i = inactive; . = no result given; [ ] = dose if it differs, or a comment. Unless noted, no stated cut-off is given here; in the data, active means inhibition above about 50%; inactive means the rest. An excerpt, so the mix of outcomes need not match the whole.
SMILES,Myeloid diff 2,Myeloid diff 2 GFP+ MAC1+ %,NOD1 inhibition,PhoP inhibition,Siah-1 displacement,KOR beta-arrestin-1,NOD2 inhibition,HIV peptide binding,KOR beta-arrestin-2,LYP phosphatase
CC(=O)N1CC(C)Sc2ccc(S(=O)(=O)N3CCCCC3)cc21 (stereo not drawn),i,2.9,7%,3%,2%,-4.5%,29%,2.0%,-6%,-6%
COc1ccc(OC)c(C2NC(=O)NC(C)=C2C(=O)OC2CCCCC2)c1 (stereo not drawn),i,0.3,-35%,6%,-1%,-1.3%,-9%,-2.1%,-40%[20 µM],-4%
Cc1cc(OC(=O)c2ccc(S(=O)(=O)N3CCCC3)cc2)c([N+](=O)[O-])c(=O)[nH]1,i,0.1,-21%,3%,3%,1.8%,10%,-1.3%,-8%,-6%
O=C(CN=C1NC(=O)C(c2ccccc2)(c2ccccc2)N1)NCc1ccc(F)cc1,i,0.6,-19%,5%,-4%,-2.9%,2%,-0.5%,.,-2%
CCOc1ccc(S(=O)(=O)N/N=C(\C)C2CCCCC2)cc1,i,0.8,22%,9%,6%,0.4%,6%,7.1%,-21%,-5%
COc1ccc2c(c1)c(=O)c(Br)c(C)n2Cc1ccccc1,i,0.3,-5%,0%,0%,-3.8%,-2%,1.0%,-10%,9%
CN1C(=O)/C(=C/c2ccccc2OCc2ccc(F)cc2)N(C)C1=S,i,1.9,35%,20%,-4%,-0.4%,10%,-1.5%,-30%,5%
COc1ccc(NC(=O)c2ccco2)c([N+](=O)[O-])c1,i,0.2,-40%,4%,1%,-5.2%,-50%,1.3%,13%,0%
COc1ccccc1N(C)S(=O)(=O)c1ccc(C(=O)NC2=NCCS2)cc1,i,0.1,-12%,-14%,7%,3.5%,-1%,-1.4%,-21%,-3%
Cc1nc(CCNC(=O)CC2C(=O)NCCN2Cc2ccccc2F)sc1C (stereo not drawn),i,0.5,2%,-9%,0%,0.6%,17%,2.2%,-5%,-6%
O=C(Nc1ccc(CN2CCOCC2)cc1)c1cc(Br)ccc1Cl,i,0.5,-22%,-4%,4%,-1.6%,-3%,-2.0%,5%[20 µM],-6%
CCC(CC)C(=O)N1CCN(Cc2nc3ccccc3c(=O)[nH]2)CC1,i,1.1,-20%,1%,-2%,.,-1%,-0.3%,-79%[20 µM],-6%
Cn1c(=O)c([N+](=O)[O-])c(NC2CCS(=O)(=O)C2)c2ccccc21 (stereo not drawn),i,0.3,-11%,-12%,6%,4.7%,-4%,0.3%,-19%,-5%
Cn1ncc(C#N)c1/N=C/N1CCOCC1,i,0.3,-3%,-12%,6%,1.2%,-5%,1.9%,19%,-3%
CCCCn1c(=O)c(Cc2ccccc2)c(O)c2ccccc21,i,0.8,-50%,2%,2%,-2.3%,5%,-0.7%,18%,2%
C=CCOc1ccc(C2=NOC(C(=O)Nc3ccc4c(c3)OCCO4)C2)cc1OC (stereo not drawn),i,0.0,-10%,21%,-4%,2.2%,1%,-0.2%,-6%,-6%
CC(=O)Nc1cc(C(=O)OC(C(=O)c2ccccc2)c2ccccc2)ccc1C (stereo not drawn),i,0.9,-5%,2%,3%,9.5%,0%,0.1%,-1%,2%
O=C(NCc1cccs1)C1CCCN(c2ncccn2)C1 (stereo not drawn),i,1.6,-16%,6%,0%,-1.5%,10%,0.1%,-6%,-5%
CCSc1ccccc1C(=O)NCCCn1ccnc1,i,0.5,15%,9%,-3%,-1.0%,4%,1.3%,-26%,-5%
Cc1cccc(NC(=O)Nc2cccc(C)n2)n1,i,1.6,-49%,-4%,3%,-4.6%,-28%,3.3%,-7%,-6%

# Taken from above, eleven compounds:
SMILES,Myeloid diff 2,Myeloid diff 2 GFP+ MAC1+ %,NOD1 inhibition,PhoP inhibition,Siah-1 displacement,KOR beta-arrestin-1,NOD2 inhibition,HIV peptide binding,KOR beta-arrestin-2,LYP phosphatase
CC(=O)N1CC(C)Sc2ccc(S(=O)(=O)N3CCCCC3)cc21 (stereo not drawn),i,2.9,7%,3%,2%,-4.5%,29%,2.0%,-6%,-6%
COc1ccc(OC)c(C2NC(=O)NC(C)=C2C(=O)OC2CCCCC2)c1 (stereo not drawn),i,0.3,-35%,6%,-1%,-1.3%,-9%,-2.1%,-40%[20 µM],-4%
Cc1cc(OC(=O)c2ccc(S(=O)(=O)N3CCCC3)cc2)c([N+](=O)[O-])c(=O)[nH]1,i,0.1,-21%,3%,3%,1.8%,10%,-1.3%,-8%,-6%
O=C(CN=C1NC(=O)C(c2ccccc2)(c2ccccc2)N1)NCc1ccc(F)cc1,i,0.6,-19%,5%,-4%,-2.9%,2%,-0.5%,.,-2%
CCOc1ccc(S(=O)(=O)N/N=C(\C)C2CCCCC2)cc1,i,0.8,22%,9%,6%,0.4%,6%,7.1%,-21%,-5%
COc1ccc2c(c1)c(=O)c(Br)c(C)n2Cc1ccccc1,i,0.3,-5%,0%,0%,-3.8%,-2%,1.0%,-10%,9%
CN1C(=O)/C(=C/c2ccccc2OCc2ccc(F)cc2)N(C)C1=S,i,1.9,35%,20%,-4%,-0.4%,10%,-1.5%,-30%,5%
COc1ccc(NC(=O)c2ccco2)c([N+](=O)[O-])c1,i,0.2,-40%,4%,1%,-5.2%,-50%,1.3%,13%,0%
COc1ccccc1N(C)S(=O)(=O)c1ccc(C(=O)NC2=NCCS2)cc1,i,0.1,-12%,-14%,7%,3.5%,-1%,-1.4%,-21%,-3%
Cc1nc(CCNC(=O)CC2C(=O)NCCN2Cc2ccccc2F)sc1C (stereo not drawn),i,0.5,2%,-9%,0%,0.6%,17%,2.2%,-5%,-6%
O=C(Nc1ccc(CN2CCOCC2)cc1)c1cc(Br)ccc1Cl,i,0.5,-22%,-4%,4%,-1.6%,-3%,-2.0%,5%[20 µM],-6%

# (cont.)
SMILES,Myeloid diff 2,Myeloid diff 2 GFP+ MAC1+ %,NOD1 inhibition,PhoP inhibition,Siah-1 displacement,KOR beta-arrestin-1,NOD2 inhibition,HIV peptide binding,KOR beta-arrestin-2,LYP phosphatase
CN(C)CCN(C(=O)c1ccc(S(=O)(=O)N(C)c2ccccc2)cc1)c1nc2cc3c(cc2s1)OCO3,i,0.5,-28%,6%,1%,5.7%,-14%,0.3%,-7%,0%
O=C(CSc1ccc(-c2ccco2)nn1)Nc1ccc(F)cc1,i,2.2,-5%,-7%,2%,2.5%,21%,0.9%,-16%,-8%
Cc1ccc(-c2cc(C(=O)Nc3cc(C)on3)c3ccccc3n2)c(C)c1,i,2.7,-6%,10%,5%,8.5%,0%,1.5%,-2%,7%
CC(Oc1ccccc1)C(=O)N=C1SC2CS(=O)(=O)CC2N1Cc1ccc(F)cc1 (stereo not drawn),i,3.1,0%,-8%,2%,5.0%,-3%,2.9%,20%,-10%
CCN(CC)CCCNc1cc(C(F)(F)F)c(C#N)c2nc3ccccc3n12,i,1.0,-11%,7%,-2%,-7.9%,15%,5.4%,48%,-8%
O=C(c1cc(N2C(=O)C3C4CCC(C4)C3C2=O)ccc1Cl)N1CCN(c2ccccc2)CC1 (stereo not drawn),i,0.6,-11%,-9%,10%,-6.7%,9%,-0.7%,28%,-4%
c1ccc(SCCc2ccncc2)cc1,i,0.4,9%,0%,-1%,3.8%,-3%,-1.4%,-12%,-2%
O=C(C1CCCN(Cc2cc(Br)ccc2O)C1)N1CCCCC1 (stereo not drawn),i,0.4,-2%,0%,5%,0.4%,-16%,-0.7%,-22%,-3%
COc1ccc(NC(=O)/C(=C\c2cccs2)NC(=O)c2ccco2)cc1,i,0.5,-26%,-6%,-2%,.,3%,2.5%,-10%[20 µM],10%
Cc1ccc(C)c(NC(=O)c2cc3ccccc3o2)c1,i,1.0,-6%,7%,-4%,-4.4%,-77%,-1.9%,4%[20 µM],-1%
Cc1ccc(C)c(-c2cc(C(=O)NCc3cccs3)c3ccccc3n2)c1,i,11,23%,4%,-2%,-3.8%,17%,0.8%,-11%,-4%
c1cc2cn[nH]c2cc1NC1CCCCCC1,i,5.8,-10%,-3%,0%,-3.4%,0%,-1.0%,-26%,-2%
O=C(NCCN1CCN(C(=O)C(c2ccccc2)c2ccccc2)CC1)C(=O)Nc1ccccc1,i,0.9,.,14%,3%,-3.3%,2%,-0.2%,-1%,-5%
CC(=O)NCc1ccc(S(=O)(=O)N/N=C/c2ccc(N(C)C)cc2)cc1,i,0.2,-38%,-14%,-3%,2.9%,4%,-1.6%,-38%,-6%
CCC(=O)Nc1nnc(-c2ccco2)o1,i,1.7,3%,1%,-1%,-3.7%,14%,-1.1%,9%,-5%
CC(C)c1ccccc1NC(=O)Nc1ccc2c(c1)OCO2,i,1.5,3%,-2%,4%,-0.7%,-1%,0.8%,-7%,-5%
COc1ccccc1Cc1noc(C(C)(C)NC(=O)c2ccccc2)n1,i,2.1,7%,-10%,5%,-2.6%,5%,0.0%,9%,-4%
COc1cccc(C2=NC(C)(C)NC(c3ccccc3O)C2)c1 (stereo not drawn),i,1.9,-29%,0%,4%,0.5%,-5%,0.1%,10%,0%
CCn1c(SCC(=O)Nc2nonc2C)nnc1-c1ccoc1C,i,0.7,-10%,8%,2%,4.4%,-6%,-2.8%,13%,-5%
CCCN(CC1CC1)C(=O)CSc1ncnc2sc(C)c(C)c12,i,5.2,2%,-5%,3%,-7.7%,30%,6.3%,23%,6%
COc1ccc(OCC(=O)Nc2c(C)ccc3nsnc23)cc1,i,7.7,-25%,-3%,4%,-2.5%,11%,-0.9%,2%,-7%
O=C(CN1CCc2ccccc2C1)Nc1ccccc1N1CCCCCC1,i,2.2,-9%,10%,1%,2.2%,-29%,0.6%,-17%,-7%
CCOC(=O)Cc1csc(NC(=O)Nc2ccc(C)cc2)n1,i,0.7,-10%,7%,3%,-1.1%,-15%,1.1%,14%,-5%
COc1ccc(C2C(C#N)=C(N)Oc3cc(O)ccc32)cc1C (stereo not drawn),i,0.5,2%,-3%,11%,2.2%,-9%,11%,11%,-4%
COc1ccc(CN(C(=O)CNC(=O)c2ccco2)C(C(=O)NCC2CCCO2)c2ccccc2)cc1 (stereo not drawn),i,0.6,6%,3%,-1%,2.0%,-2%,-0.4%,-13%,-2%
O=C(c1cccs1)c1cn(CC(=O)N2CCc3ccccc3C2)c2ccccc12,i,0.6,-31%,-2%,1%,-13%,-14%,-1.3%,2%,-5%
O=c1c(-c2cc3ccccc3o2)[n+]([O-])c2ccccc2n1OCc1ccccn1,i,1.6,-55%,12%,1%,0.7%,7%,0.2%,-28%,-1%
C[C@H](NC(=O)OCc1ccccc1)C(=O)NNC(=O)[C@H](C)NC(=O)OCc1ccccc1,i,2.0,-8%,0%,10%,3.0%,-49%,-0.6%,1%,-6%
COc1ccc(CCNCC(=O)Nc2ccc(OC(F)(F)F)cc2)cc1OC,i,0.3,37%,8%,-4%,.,-17%,-2.1%,-21%[20 µM],-5%
Cc1ccc(C)c(-n2c(-c3ccc(Br)cc3)csc2=NC(=O)c2ccccc2F)c1,i,0.3,29%,-1%,4%,0.1%,21%,0.6%,14%,11%
Cc1nn(-c2ccccc2)c(C)c1/C=N/O,i,0.7,-35%,-14%,6%,-2.8%,-8%,-0.9%,45%,-5%
O=C(CSc1nnnn1-c1ccccc1F)NNC(=O)c1ccco1,i,0.4,-14%,2%,2%,.,24%,-1.4%,3%[20 µM],-4%
